TRPML3 agonist = agonists of human TRPML3 channel. HEK293 TRPML3-YFP, Fluo-8 calcium fluorescence; 100% = the carbachol control signal. 220,000 compounds, 0.29% hits. activation, % at 3 µM. AID 1448. Q8TDD5;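 active = activation above its plate's cutoff, the mean activation of the plate's test wells plus 3 SD, cut at about 12% in these data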;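 note: 0% = DMSO only wells and 100% = carbachol wells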
Target sequence (Q8TDD5 whole entry, looked up): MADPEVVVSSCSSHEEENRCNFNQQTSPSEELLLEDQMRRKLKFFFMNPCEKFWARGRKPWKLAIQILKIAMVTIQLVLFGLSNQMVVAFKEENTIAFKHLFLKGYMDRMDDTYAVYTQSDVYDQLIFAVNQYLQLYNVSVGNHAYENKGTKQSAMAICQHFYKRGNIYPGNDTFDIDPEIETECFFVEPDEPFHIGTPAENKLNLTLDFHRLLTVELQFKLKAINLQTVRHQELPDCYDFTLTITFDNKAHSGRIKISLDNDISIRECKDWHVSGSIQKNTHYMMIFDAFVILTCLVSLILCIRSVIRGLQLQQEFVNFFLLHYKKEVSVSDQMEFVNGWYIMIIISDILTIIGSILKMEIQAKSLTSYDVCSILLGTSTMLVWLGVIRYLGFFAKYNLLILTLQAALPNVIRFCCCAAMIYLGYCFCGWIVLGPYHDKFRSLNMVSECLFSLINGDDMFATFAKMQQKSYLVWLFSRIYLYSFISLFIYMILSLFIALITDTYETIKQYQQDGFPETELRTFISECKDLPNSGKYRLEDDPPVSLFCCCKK
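Material: HEK293 cells stably carrying human TRPML3-YFP; compound dosing: single dose, 3 µM final nominal compound, 0.3% DMSO final; incubation: 1-h 37 °C dye load, 5-s basal, 120-s post-compound reads; technique: Fluo-8 intracellular calcium fluorescence, excitation 470-495 nm, emission 515-575 nm; read-out basis: percent activation from peak-to-basal fluorescence ratio, scaled between DMSO and carbachol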
NPY1 pot ag = potentiators or agonists of human neuropeptide Y receptor Y1; 220,000 compounds, 0.37% hits; activation, % at 3.6 µM; NPY-Y1 expressing cells, potentiator/agonist activation; in the data active = activation above about 33%, passing the limit was not always enough;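 note: cells stimulated with NPY at EC10 then isoproterenol at EC100; 0% = low agonist plus stimulus and 100% = saturating agonist plus stimulus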
NPY-Y1 antag = antagonists of human neuropeptide Y receptor Y1. P25929. HEK293-CNG Y1 cells, membrane potential fluorescence; NPY at EC95, then isoproterenol. inhibition, % at 3.6 µM. 200,000 compounds, 1% hits. AID 1040;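 active = inhibition above the campaign mean inhibition of all tested compounds plus 3 SD, cut at about 20% in these data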;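 note: 0% = DMSO wells given NPY plus isoproterenol and 100% = isoproterenol alone without NPY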
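System: HEK293 cells with Y1 receptor plus CNG channel / Probe or stimulus: NPY 25 nM then isoproterenol 1 µM plus Ro 20-1724 25 µM / Compound: one concentration, 3.6 µM, in 0.4% DMSO / Schedule: compound incubation 1 h at room temperature, readout 45 min post-stimulation / Measured by: membrane potential fluorescence / Read-out: % inhibition of NPY effect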
14-3-3 Bad inh = disrupts binding of bovine 14-3-3 zeta to phospho-Bad peptide; P63103; TR-FRET 14-3-3zeta/Dy647-pBad peptide displacement, 1 h; inhibition, % at 21.7 µM; 220,000 compounds, 0.71% hits; AID 781;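 active = inhibition above about 70%, limit read from the data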;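 note: 0% = full 14-3-3 plus peptide FRET controls and 100% = background without 14-3-3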
PPC-1+TRAIL kill = PPC-1 cancer cell killing with TRAIL present. 220,000 compounds, 0.41% hits. PPC-1 cells + TRAIL, ATPLite viability luminescence. cell killing (% activity), % at 4 µM. AID 1443;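 active = cell killing above 50% in the first pass at 4 µM, then a duplicate retest at 5 µM averaging 50% or more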;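 note: plate controls were cells with TRAIL plus DMSO for no effect and medium-only wells lacking cells for full effect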
zfTRPN1 agonist = zebrafish TRPN1 (NompC) channel agonism; HEK293 zebrafish TRPN1-YFP, Fluo-8 calcium fluorescence; 100% = response to 87 µM carbachol; activation, % at 3 µM; 220,000 compounds, 0.18% hits; AID 1424;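 active = activation above its plate's cutoff, the mean activation of test wells on that plate plus 3 SD, cut at about 19% in these data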;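 note: 0% = DMSO alone and 100% = 87 µM carbachol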
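System: zebrafish TRPN1-YFP in HEK293 cells / Dosing: 3 µM single point / Timing: dye loading 1 h at 37 °C, then 30 min room temperature / Signal: Fluo-8 calcium fluorescence, excitation 470-495 nm, emission 515-575 nm / Read-out basis: percent activation from peak over basal fluorescence ratio, control-normalized / Control set: high carbachol 87 µM, low DMSO alone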
EP2 antag = inhibitors of human EP2 prostaglandin E2 receptor. P43116. C6 glioma cells expressing human EP2, cAMP TR-FRET; cells stimulated with saturating PGE2. inhibition, % at 25 µM. 260,000 compounds, 0.52% hits;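 active = percent inhibition above 40 after rounding to a whole number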;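 note: rat C6 glioma host cells with rolipram phosphodiesterase inhibitor present; the protocol text gives 20 µM as final concentration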
Target sequence (P43116 whole entry, looked up): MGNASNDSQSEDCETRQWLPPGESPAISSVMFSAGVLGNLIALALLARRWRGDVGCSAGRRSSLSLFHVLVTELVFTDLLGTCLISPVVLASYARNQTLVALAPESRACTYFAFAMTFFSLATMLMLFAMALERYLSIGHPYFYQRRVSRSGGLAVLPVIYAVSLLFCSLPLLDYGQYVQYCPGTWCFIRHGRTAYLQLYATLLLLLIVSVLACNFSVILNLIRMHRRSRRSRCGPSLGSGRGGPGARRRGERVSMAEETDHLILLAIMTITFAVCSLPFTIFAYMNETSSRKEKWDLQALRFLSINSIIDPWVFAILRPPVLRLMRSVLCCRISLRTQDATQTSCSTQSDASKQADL
EP2 mod = EP2 receptor (human) modulation. P43116. EP2-expressing cells, cAMP HTRF FRET, PGE2 co-stimulation. induction, % at 25 µM. 260,000 compounds, 0.83% hits. AID 940;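 active = compounds whose cAMP rise, as percent of the full-agonist control response, exceeds 60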;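 note: rat C6 glioma line stably carrying human EP2 under a CMV promoter; the protocol text gives 20 µM as final concentration; 100% = response of wells given 1 µM PGE2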
CHOP inh = inhibitors of CHOP induction in ER stress response; CHO-K1 CHOP-promoter luciferase, tunicamycin-induced, 15-18 h; inhibition, % at 10 µM; 220,000 compounds, 3.8% hits;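 active = compounds that reduced the stress-induced luciferase reporter signal by more than about 70% of percent inhibition, limit read from the data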;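 note: 0% = tunicamycin plus vehicle and 100% = wells without tunicamycin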
* hit, by the source's call; . = not tested or not shown; & = joins results of further samples; [ ] = another dose, or the depositor's remark. These rows are one share of the data, so the mix of outcomes need not match the whole.

Values in the order: TRPML3 agonist, NPY1 pot ag, NPY-Y1 antag, 14-3-3 Bad inh, PPC-1+TRAIL kill, zfTRPN1 agonist, EP2 antag, EP2 mod, CHOP inh
> CC(C)CNS(=O)(=O)c1ccc(CCC(=O)O)cc1
→ 0.8, 7, 0, 4[fluorescence artefact?], 19, 0.6, 11, -2, 21
> Cc1ccc(-n2c(CSc3nc(C)cc(C)n3)nnc2SCC(=O)NCc2ccco2)cc1
→ 0.2, -29, 0, -5, 35, -0.9, 7, 9, -9
> COc1cc(C(=O)O)ccc1O
→ 0.8, -1, -3, -3, 13, 0.2, 15, 32, 12
> NS(=O)(=O)c1ccc(NC(=O)Nc2ccc(C(F)(F)F)cc2)cc1
→ 6.1, 19, ., -4, 3, 1.8, 17, -29, 30
> CN1CCN(C(=O)c2ccccc2NC(=O)c2cccs2)CC1
→ 1.1, 0, 2, 0, 14, -0.5, 9, 22, 12
> CSC(=NC#N)N1CCN(c2c(C)cccc2C)CC1
→ -0.1, -3, 0, 8, -3, -0.6, 8, 45, 35
> CC1CCOC2(O1)C(=O)N(CN1CCN(c3cccc(Cl)c3)CC1)c1ccccc12 (configuration not stated)
→ 0.8, 1, 16, -8, 2, -0.1, 8, -17, 17
> S=c1nc(-c2ccccc2)n(CCN2CCOCC2)c2c1CCCC2
→ 1.6, 11, 0, 5, 3, 0.6, 2, 23, 20
> CCOC(=O)c1cc(C)sc1NC(=O)CCC(=O)O
→ 0.6, 3, 1, -2, -2, -0.8, 9, 15, -1
> CC(C)COC(=O)Nc1nnc(SCc2ccccc2F)s1
→ 0.9, -6, 1, 6, 23, 0.2, 5, -4, 51
> O=[N+]([O-])c1ccc(Nc2c3ccccc3nc3ccccc23)cc1
→ 0.0, 25, -5, -6, 8, 0.5, 16, -80, 70
> CCCCn1c(=O)[nH]c2ccccc21
→ -0.1, -4, 3, 2[fluorescence artefact?], -15, -0.3, 8, 1, 15
> Cc1cc2c(cc(C(=O)OC(C(=O)NCC3CCCO3)C(C)C)n2C)o1 (configuration not stated)
→ 1.1, -13, 0, -20, 1, 0.6, 7, -26, 23
> CCOC(=O)NC(N(O)c1cccc(Cl)c1)C(Cl)(Cl)Cl (configuration not stated)
→ -0.6, -8, ., -5, -3, -3.3, 12, -11, 30
> CC(C1CC2CCC1C2)n1c(-c2cccs2)n[nH]c1=S (configuration not stated)
→ 0.1, -6, ., -8, 2, 0.0, 5, 28, 24
> COc1ccc(C(=O)Nc2c(Cl)cc(Cl)cc2C(=O)NCc2ccco2)cc1
→ -0.5, -20, 1, -4, 10, 0.7, 2, 20, 0
> COc1ccccc1OCCNC(=O)c1cc(F)c(F)cc1Cl
→ 0.2, 10, 1, 4, -1, -3.2, 13, 31, -5
> CCOC(=O)C1=C(C)N(C)C(=S)NC1c1cccc(Cl)c1Cl (configuration not stated)
→ -1.8, -8, 9, -13, 4, -3.5, 9, 64*, 4
> COCCNC(=S)N/N=C(\C)c1cccc([N+](=O)[O-])c1
→ 0.1, -9, -2, 4[fluorescence artefact?], -2, -1.7, 6, 13, 16
> O=C1CN(C(=O)COC(=O)CNC(=O)c2ccc(Cl)cc2)c2ccccc2N1
→ 1.0, 1, 8, -11, 11, 0.0, 3, 20, 11
> O=C(NC(=S)Nc1ccc(-c2nc3ncccc3o2)cc1)c1ccccc1F
→ 0.3, -8, -1, 25, 15, 0.1, 10, -8, 8
> COc1cccc(-c2cc(C(F)(F)F)nc(-n3ccc([N+](=O)[O-])n3)n2)c1
→ 0.9, 8, 21*, -21, 18, 0.0, 5, 0, 2
> CCOCCn1c(N2CCN(c3ccccc3)CC2)nc2c1c(=O)n(C)c(=O)n2C
→ -0.1, 2, 1, -8, 19, 0.5, 4&8, 10&22, 38
> O=C(/C=C/c1cccc([N+](=O)[O-])c1)NCCN1C(=O)S/C(=C\c2ccc(F)cc2)C1=O
→ 0.5, -15, 8, 9, 17, 1.4, 15, -63, 8
> O=C(Nc1ccc(N2C(=O)c3cccc4cccc(c34)C2=O)cc1)c1ccc(N2CCCCC2)c([N+](=O)[O-])c1
→ 0.7, -6, 0, -1[fluorescence artefact?], 16, -1.0, 9, 0, 29
> Cc1ccccc1NC(=O)C(=O)NCCc1ccccc1
→ 0.5, 1, 0, -4, -8, -0.9, 11, -5, 10
> Cn1cc(Br)c(C(=O)NNC(=O)c2ccccc2)n1
→ 1.3, -7, -4, 1[fluorescence artefact?], -2, 0.5, 8, 5, -8
> COc1cccc(N2CCN(c3ccc(S(=O)(=O)N4CCCC4)cc3)CC2)c1
→ 0.8, 1, -3, -12, 4, 1.9, 7&-1, -20&-17, -23
> Cc1cc2nc(C)n(CCCNC(=O)Nc3ccc(F)cc3)c2cc1C
→ -0.1, -12, 4, -5, 0, -1.1, 0, -25, 2
> Cc1n[nH]c(C)c1N1C(=O)c2cccc3c(Br)ccc(c23)C1=O
→ -1.6, -28, -3, 3, -5, -0.9, 28, -8, 8

Some of the entries so far, with each value named:
compound: S=c1nc(-c2ccccc2)n(CCN2CCOCC2)c2c1CCCC2
- TRPML3 agonist: 1.6
- NPY1 pot ag: 11
- NPY-Y1 antag: 0
- 14-3-3 Bad inh: 5
- PPC-1+TRAIL kill: 3
- zfTRPN1 agonist: 0.6
- EP2 antag: 2
- EP2 mod: 23
- CHOP inh: 20

compound: CCOC(=O)c1cc(C)sc1NC(=O)CCC(=O)O
- TRPML3 agonist: 0.6
- NPY1 pot ag: 3
- NPY-Y1 antag: 1
- 14-3-3 Bad inh: -2
- PPC-1+TRAIL kill: -2
- zfTRPN1 agonist: -0.8
- EP2 antag: 9
- EP2 mod: 15
- CHOP inh: -1

compound: CC(C)COC(=O)Nc1nnc(SCc2ccccc2F)s1
- TRPML3 agonist: 0.9
- NPY1 pot ag: -6
- NPY-Y1 antag: 1
- 14-3-3 Bad inh: 6
- PPC-1+TRAIL kill: 23
- zfTRPN1 agonist: 0.2
- EP2 antag: 5
- EP2 mod: -4
- CHOP inh: 51

compound: O=[N+]([O-])c1ccc(Nc2c3ccccc3nc3ccccc23)cc1
- TRPML3 agonist: 0.0
- NPY1 pot ag: 25
- NPY-Y1 antag: -5
- 14-3-3 Bad inh: -6
- PPC-1+TRAIL kill: 8
- zfTRPN1 agonist: 0.5
- EP2 antag: 16
- EP2 mod: -80
- CHOP inh: 70

Next part:
Values in the order: TRPML3 agonist, NPY1 pot ag, NPY-Y1 antag, 14-3-3 Bad inh, PPC-1+TRAIL kill, zfTRPN1 agonist, EP2 antag, EP2 mod, CHOP inh
> O=C(Nc1ccc(Oc2ccc(NC(=O)Nc3ccc([N+](=O)[O-])cc3)cc2)cc1)Nc1ccc([N+](=O)[O-])cc1
→ 1.3, -8, ., -6, 14, 3.2, 13, -37, 21
> COC(=O)C1=C(C)NC(=O)/C1=C\c1ccc2c(c1)OCO2
→ 0.4, 3, 0, 13[fluorescence artefact?], 12, 0.1, 8, 1, -21
> Fc1cccc(Cl)c1CNC(c1ccccc1)c1ccccc1
→ -0.8, -27, 8, 36, 14, -0.9, 7, 36, 67
> C/C(=N\NC(=O)CSc1nc2ccccc2s1)c1ccco1
→ 0.0, 12, 3, -7, 33, -0.2, 6, 11, 12
> COc1ccc(C2C(C(=O)Nc3ccccc3)=C(C)Nc3nc(CCCO)nn32)cc1 (configuration not stated)
→ -0.1, 1, -5, 3, -4, 1.8, 7, 12, 7
> CCCCCn1nc(C)c(/C=N\NC(=O)c2cc(C)oc2C)c1C
→ 0.7, -7, -3, -14, -10, -0.1, 5, -10, -2
> Cc1ccc(-c2nnc3c4ccccc4c(C)nn23)cc1NC(=O)c1ccco1
→ 1.1, -49, 13, ., ., 1.3, ., ., .
> CCCc1sc(N)nc1-c1ccc(Cl)cc1
→ -0.9, 8, -3, -7, 0, -1.3, 10, 44, 35
> CCOC(=O)C1(C(F)(F)F)N=C(c2ccccc2F)OC(N(C)C)=N1 (configuration not stated)
→ -2.3, -5, ., 7, -4, -4.3, 2, 27, 10
> CCOc1ccc(NC(=O)N2CCN(S(C)(=O)=O)CC2)cc1
→ 0.2, 28, -1, -7, 14, 0.6, 4, 10, -9
> NC(=O)c1cc(-c2ccccc2)nc(N2CCCCCC2)n1
→ 0.3, 24, -4, -6, 12, 1.3, 10, -17, 103*
> O=C(O)C/C(=C\c1cccc(NC(=O)c2ccccc2Cl)c1)c1nc2ccccc2s1
→ -0.1, 0, ., -3, 5, 0.4, 8, -40, -4
> COc1ccc(N2CCN(Cc3nc4scc(-c5cccs5)c4c(=O)[nH]3)CC2)cc1
→ 0.6, 0, 0, -9, 3, -1.3, 3, -15, 22
> CC(C)(C)c1ccc(C(=O)N/N=C/c2cccc(Cl)c2)cc1
→ 0.7, -16, 7, 2[fluorescence artefact?], 18, 0.6, 8, -36, -20
> N/C(=N\c1nc2ccccc2o1)NC(=O)c1ccc(F)cc1
→ 0.2, -11, 0, -2, 14, 0.1, 12, 13, 15
> Cc1nc(SCC(=O)Nc2ccccc2C(F)(F)F)c(C#N)c(C)c1CC(=O)c1ccc(Br)cc1
→ 0.5, -12, 8, -13[fluorescence artefact?], -10, 0.0, 23, 32, 88*
> O=C(CCCc1cccs1)Nc1nc2c(s1)CCCC2
→ 0.2, -12, 11, -4, -9, 1.0, 7, 6, 46
> CC1CCCCC1NC(=O)C1CCCN1S(=O)(=O)c1cccc2nsnc12 (configuration not stated)
→ -0.2, -6, -1, 2, 23, 2.5, 7, 17, 20
> O=C(O)C(Cc1ccc(O)cc1)N1C(=O)C2CCCCC2C1=O (configuration not stated)
→ -0.1, 8, ., 6, 3, 1.1, 6, 13, -13
> CCOc1ccc(CCNC(=O)C2CCCN(S(=O)(=O)c3c(C)n[nH]c3C)C2)cc1OCC (configuration not stated)
→ -0.1, 11, 0, 4[fluorescence artefact?], 12, 0.4, 10, 34, -4
> Cc1oc2ccccc2c1CNC(=O)N(C)C
→ 0.0, 13, ., 4, 13, -0.7, 10, 4, -11
> COCCNC(=O)c1ccc2snnc2c1
→ 1.0, 1, -3, -5, 39, -0.9, 11, -5, -8
> CCCOP(=O)(c1ccc(N(C)C)cc1)C(Nc1ccccc1)c1ccc(N(C)C)cc1 (configuration not stated)
→ -0.4, 2, 0, 7[fluorescence artefact?], 22, -0.7, 10, 7, -34
